Anthrax LF prot – Bacillus anthracis LF protease inhibitors, primary screen, biochemical, multiplex microsphere, MLPCN library; Lethal factor (Bacillus anthracis), P15917; multiplex microsphere protease cleavage assay; inhibition, % at 10 µM; 0.12% of 360,000 active; further: plate controls were buffer without enzyme for full effect and enzyme alone for no effect
Target sequence (P15917 whole entry, looked up): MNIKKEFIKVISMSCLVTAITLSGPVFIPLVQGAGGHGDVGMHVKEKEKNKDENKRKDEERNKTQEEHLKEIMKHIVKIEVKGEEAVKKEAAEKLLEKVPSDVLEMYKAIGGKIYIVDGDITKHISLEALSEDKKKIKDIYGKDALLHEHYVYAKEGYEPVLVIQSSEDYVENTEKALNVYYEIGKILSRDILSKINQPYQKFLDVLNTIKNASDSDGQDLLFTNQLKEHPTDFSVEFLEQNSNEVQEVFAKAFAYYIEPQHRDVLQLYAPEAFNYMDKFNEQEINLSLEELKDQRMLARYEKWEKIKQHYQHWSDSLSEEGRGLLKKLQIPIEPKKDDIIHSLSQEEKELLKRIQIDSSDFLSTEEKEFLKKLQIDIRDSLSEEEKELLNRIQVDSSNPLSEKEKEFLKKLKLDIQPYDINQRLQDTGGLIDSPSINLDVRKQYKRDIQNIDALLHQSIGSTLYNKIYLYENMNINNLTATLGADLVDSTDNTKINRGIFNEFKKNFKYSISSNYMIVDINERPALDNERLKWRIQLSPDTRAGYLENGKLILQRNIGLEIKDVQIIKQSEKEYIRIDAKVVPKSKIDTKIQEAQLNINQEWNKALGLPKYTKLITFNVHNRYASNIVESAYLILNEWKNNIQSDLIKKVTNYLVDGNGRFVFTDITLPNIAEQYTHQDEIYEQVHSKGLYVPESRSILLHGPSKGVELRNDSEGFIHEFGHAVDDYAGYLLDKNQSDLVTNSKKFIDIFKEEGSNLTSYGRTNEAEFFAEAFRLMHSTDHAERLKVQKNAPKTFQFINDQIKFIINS
PfHsp40 yeast – rescue of yeast from PfHsp40 toxicity, primary screen, S. cerevisiae, ATP luminescence; growth rescue, % at 12.5 µM; AID 504582, 2011; S. cerevisiae expressing PfHsp40, growth rescue; 0.68% of 340,000 active; in the data active means growth rescue above about 28%, passing the limit was not always enough; inconclusive means no clear call, values can overlap the other calls;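 further: yeast W303a lacking pdr1 and pdr3 grown in galactose medium; growth measured after three days at 30 °C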
BoNT A protease – BoNT/A light chain protease inhibitors, primary screen, biochemical, flow cytometry, MLPCN library; Botulinum neurotoxin type A light chain protease (Clostridium botulinum A str. ATCC 3502); multiplex microsphere protease substrate cleavage; inhibition, % at 10 µM; 0.17% of 360,000 active; further: plate controls were buffer without enzyme for full effect and enzyme alone for no effect
BoNT F protease – BoNT/F light chain protease inhibitors, primary screen, biochemical, flow cytometry, MLPCN library; inhibition, % at 10 µM; Multiplex microsphere protease cleavage assay; 0.22% of 360,000 active; in the data active means inhibition above about 35%, passing the limit was not always enough; inconclusive means no clear call, values can overlap the other calls; further: plate controls were buffer without enzyme for full effect and enzyme alone for no effect
FadD28 binding – inhibitors of FadD28 bisubstrate probe binding, primary screen, biochemical, fluorescence polarization, single point; Mycobacterium tuberculosis FadD28 fatty-acid-AMP ligase; inhibition, % at 12.5 µM; 0.22% of 360,000 active; AID 588549, 2011; in the data active means inhibition above about 8.5%, passing the limit was not always enough; inconclusive means no clear call, values can overlap the other calls
Y pestis TopoI – Yersinia pestis topoisomerase I inhibitors, primary screen, biochemical, cleavage product accumulation, plate reader, single point. DNA topoisomerase I (Yersinia pestis CO92). Y. pestis Topo-I cleavage product accumulation. activity, % at 10 µM. 0.064% of 360,000 active. AID 504884, 2011; in the data active means activity above about 50%, passing the limit was not always enough; inconclusive means no clear call, values can overlap the other calls; further: inactives centre near 2
CCHF vOTU inh – CCHFV vOTU protease inhibitors, primary screen, biochemical, Pep-AMC substrate, fluorescence; AID 651958, 2012; Crimean-Congo hemorrhagic fever virus L polyprotein viral ovarian tumor (vOTU) protease …; 0.55% of 370,000 active; inhibition, % at 11.5 µM; in the data active means inhibition above about 30%; further: 0% = vehicle wells with enzyme and 100% = no enzyme wells
TcdB inh – TcdB glycohydrolase inhibitors, primary screen, biochemical, single point, plate reader | AID 652162, 2013 | inhibition, % at 9.99 µM | TcdB glycohydrolase enzymatic assay | 0.24% of 350,000 active; in the data active means inhibition above about 10%
PrPC surface inh – inhibitors of human cell surface prion protein PrPC, primary screen, cell-based, TR-FRET; TR-FRET read-out; inhibition, % at 13.8 µM; 0.43% of 370,000 active; AID 720596, 2013; in the data active means inhibition above about 24%; further: 0% = median of the test wells and 100% = reference compound wells
Numbers without * were called inactive; ? = inconclusive; / = not tested or not shown. Unless noted, no stated cut-off is given here; in the data, active means inhibition above about 30%; inconclusive means no clear call, values can overlap the other calls; inactive means below that.

SMILES	Anthrax LF prot	PfHsp40 yeast	BoNT A protease	BoNT F protease	FadD28 binding	Y pestis TopoI	CCHF vOTU inh	TcdB inh	PrPC surface inh
CC(C)=CC(=O)O[C@H]1[C@@H]2[C@H](C)C(=O)O[C@@H]2C[C@@H](C)[C@@H]2[C@@H](O)CC(=O)[C@]21C	-4	1.0	0.8	0	-1.7	3	3	0.8	-3
CN(CC(=O)Nc1cc(Cl)ccc1Cl)C1CCS(=O)(=O)C1 (stereo not given)	-4	0.5	-0.6	2	-0.3	-1	2	1.2	7
O=C(NN=C1CCCC1)c1ccc(Cl)cc1	7	0.4	2.2	3	-1.3	-5	9	-1.9	12
CC(C)Cc1[nH]c(=O)c(C#N)c2c1COC(C)(C)C2	4	-0.2	-0.1	-6	-0.8	6	-10	/	-4
COc1ccccc1C(=O)Nc1cc2cc(Br)ccc2oc1=O	3	13	0.5	-2	-0.6	5	12	-0.4	-4
CCCCCCCCCCCCN1C/C(=C\C(=O)OCC)c2ccccc2S1(=O)=O	8	3.0	-0.1	5	-0.1	14	14	1.4	0
O=C(Nc1ccccc1)c1ccccc1NC(=O)C1CCCCC1	0	2.4	-0.4	-9	-2.3	-3	1	/	8
COc1cc(-c2noc(C3CCCN(C(=O)c4ccccc4)C3)n2)cc(OC)c1OC (stereo not given)	4	0.0	-0.7	-6	-0.3	13	12	0.5	-7
O=S1(=O)CCC(NCC2CCCO2)C1 (stereo not given)	5	-1.9	0.4	-7	-0.7	4	3	/	-2
O=C(Nc1ccc(Cl)c(S(=O)(=O)N2CCCCC2)c1)c1ccncc1	8	0.8	3.4	-1	-4.3	10	4	1.7	3
COc1ccc(C2C(C(=O)c3ccco3)=C(O)C(=O)N2c2nnc(C)s2)cc1OC (stereo not given)	-4	-0.9	0.0	-18	-2.1	-3	5	-1.8	-8
O=C(C1CCN(C2CC(=O)N(Cc3ccccc3)C2=O)CC1)N1CCCCCC1 (stereo not given)	-2	6.8	0.3	0	-2.1	-4	6	/	2
COc1ccc(-c2cc(=O)c3c(OC)c(OC)c(OC)c(OC)c3o2)cc1OC	-6	1.6	-1.6	-4	-2.1	12	-1	2.6	0
Cn1cnnc1SC(C(=O)Nc1ccc(F)cc1)c1ccccc1 (stereo not given)	-2	-0.6	-0.5	6	0.4	-2	-6	1.1	0
Cc1ccc(OCCn2c(SCCO)nc3c(N)ncnc32)cc1	2	2.8	-1.1	-16	-2.2	4	-1	2.0	4
Cc1nc2ccccc2c(=O)n1N	-2	-0.5	-0.4	0	-2.7	1	5	/	-2
COc1cc(Br)cc2cc(C(=O)OC3CCN(C)CC3)c(=O)oc12	3	-0.1	2.7	7	-3.5	-13	6	/	1
Cc1cccc(NC(=O)COC(=O)C2COc3ccccc3O2)c1C (stereo not given)	-7	0.6	-0.5	-1	0.4	9	8	-0.1	-4
Cc1ccccc1Nc1nnc(SCC(=O)NCc2ccco2)s1	5	-1.1	0.0	4	1.3	-2	2	/	-1
CCCn1c(N)c(N(CCOC)C(=O)c2c(CC)noc2C)c(=O)[nH]c1=O	0	-0.9	-1.3	2	0.3	-1	-2	-2.1	-1
COc1ccc(Nc2nnc(SCC(=O)Nc3ccc4[nH]c(=O)[nH]c4c3)s2)cc1	-6	-0.6	-0.8	-17	0.7	-10	1	1.0	-3
O=[N+]([O-])c1ccc(C[n+]2cc(-c3ccc(Cl)c(Cl)c3)n3c2CCCCC3)cc1	1	2.3	-0.6	-7	-0.3	5	-4	-0.5	-28
COc1cc(C(=O)NNC(=O)C2CC2)cc(OC)c1OC	-1	1.5	0.8	4	-0.2	-1	0	2.4	-7
COc1ccc(C2=C(Nc3ccccc3)c3ccccc3C2=O)cc1	-5	7.0	-0.7	-6	-3.4	-20	4	1.2	-10
CC(=O)N1CCc2cc(S(=O)(=O)CCC(=O)Nc3ccccc3F)ccc21	0	-0.1	0.5	6	0.6	1	-2	0.8	0

3 entries from above, as a markdown table:
| structure | Anthrax LF prot | PfHsp40 yeast | BoNT A protease | BoNT F protease | FadD28 binding | Y pestis TopoI | CCHF vOTU inh | TcdB inh | PrPC surface inh |
| --- | --- | --- | --- | --- | --- | --- | --- | --- | --- |
| COc1cc(Br)cc2cc(C(=O)OC3CCN(C)CC3)c(=O)oc12 | 3 | -0.1 | 2.7 | 7 | -3.5 | -13 | 6 | / | 1 |
| Cc1nc2ccccc2c(=O)n1N | -2 | -0.5 | -0.4 | 0 | -2.7 | 1 | 5 | / | -2 |
| COc1ccc(C2C(C(=O)c3ccco3)=C(O)C(=O)N2c2nnc(C)s2)cc1OC (stereo not given) | -4 | -0.9 | 0.0 | -18 | -2.1 | -3 | 5 | -1.8 | -8 |

The main list resumes, starting two compounds before the break.
SMILES	Anthrax LF prot	PfHsp40 yeast	BoNT A protease	BoNT F protease	FadD28 binding	Y pestis TopoI	CCHF vOTU inh	TcdB inh	PrPC surface inh
COc1ccc(C2=C(Nc3ccccc3)c3ccccc3C2=O)cc1	-5	7.0	-0.7	-6	-3.4	-20	4	1.2	-10
CC(=O)N1CCc2cc(S(=O)(=O)CCC(=O)Nc3ccccc3F)ccc21	0	-0.1	0.5	6	0.6	1	-2	0.8	0
CCc1ccc(-n2c(SCc3c(C)noc3C)nnc2-c2ccncc2)cc1	2	-0.9	0.1	3	-2.2	21	0	/	-1
CCOc1cc(/C=C2/C(=O)ON=C2C)ccc1OCc1ccc(F)cc1	-2	0.3	0.1	0	0.4	4	3	/	2
Cc1cc(C(=O)Nc2ccc(C)c(S(=O)(=O)N3CCOCC3)c2)c(C)o1	-5	0.2	-0.7	-1	0.4	6	7	0.5	-2
Cc1cccc(CN2CCSc3sccc3C2=O)c1	-4	-0.9	-0.5	1	0.8	11	-2	1.3	0
CCOc1cccc(=O)c2c(C)oc(C)c12	-4	0.2	0.0	-5	-1.3	7	-5	-1.1	-4
O=C(/C=C/c1ccccc1Cl)NCCc1ccc(F)cc1	0	39*	0.1	-4	-2.2	3	1	1.3	1
O=C(COC(=O)/C=C/c1ccccc1)NC(=O)NCc1ccccc1	4	-0.9	0.1	0	-2.8	20	17	1.5	-8
CCCCOP(=O)(c1ccc(N(C)C)cc1)C(O)c1ccc(N(C)C)cc1 (stereo not given)	-13	-0.5	3.0	24	3.5	1	-14	-2.2	1
COc1ccc(C(=O)NCC(=O)N2CCN(c3ccccc3)CC2)cc1	7	-0.3	-3.6	-20	-1.4	5	-3	-1.9	2
COc1ccc(-n2c(C)nc3cc(C(=O)NCCN4CCOCC4)ccc32)cc1	1	0.3	?	1	-2.1	-2	-2	0.4	-2
O=C(CSc1nc2ccc(Nc3nc(N4CCOCC4)nc(N4CCOCC4)n3)cc2s1)N1CCOCC1	-2	0.7	0.1	-4	-2.1	9	6	/	-5
Cn1nc(C(=O)NNC(=O)c2ccc(Cl)c(S(N)(=O)=O)c2)c2ccccc2c1=O	6	0.4	-0.1	0	-2.2	4	22	2.6	3
CCN1CCN(c2nc3ccccc3nc2C(C#N)S(=O)(=O)c2ccc(C)cc2)CC1 (stereo not given)	-7	1.2	-0.6	-8	-3.2	4	-4	/	-1
CCCC(=O)n1nc(-c2ccc(OC)cc2)nc1N	0	-0.8	-0.7	-1	-1.4	3	-4	/	-3
O=C1CC(N2CCSCC2)C(=O)N1c1cccc(Cl)c1 (stereo not given)	1	2.3	-0.7	4	-2.0	-2	4	1.2	-2
COc1ccc(OC)c(C(O)c2nc3ccccc3n2C)c1 (stereo not given)	-4	-1.2	-1.5	-12	0.3	1	14	0.2	3
CN(CC(=O)Nc1cc(S(=O)(=O)N2CCCC2)ccc1Cl)Cc1nc2ccccc2c(=O)[nH]1	-6	-0.3	-1.0	-14	-2.0	6	-7	0.5	5
COc1ccccc1CN1C(=O)c2ccccc2C1C(=O)NC1CCC(C)CC1 (stereo not given)	1	-0.2	0.3	-4	0.7	6	0	-1.6	-2
CCCNCC(=O)Nc1cccc(S(=O)(=O)NC2=NCCCCC2)c1	-8	-0.3	-0.2	-3	-0.8	2	7	-1.1	-8
Cc1sc2nc(SCCN(C)C)n(-c3ccccc3)c(=O)c2c1-c1ccc(F)cc1	0	0.2	-0.4	4	-2.1	4	9	1.2	1
CCOC(=O)N1CCN(c2c(N3CCc4ccccc43)c(=O)c2=O)CC1	-7	-0.1	-1.2	-3	-0.6	-5	6	-0.3	-13
O=[N+]([O-])c1cnccc1Nc1cccc(F)c1	-1	1.1	1.5	20	-5.0	5	15	/	-36
CCCCn1c(N)c(N(CCOC)C(=O)CCCc2nc3ccccc3c(=O)[nH]2)c(=O)[nH]c1=O	?	-0.9	4.6	9	-0.4	-5	0	0.2	-4
Cc1c(S(=O)(=O)Nc2cccc(Cl)c2)c(=O)n(C)c(=O)n1C	4	-0.1	0.4	-1	-0.8	-7	2	0.8	0
C/C(N)=C(\C#N)C(=O)NCc1ccccn1	-2	-0.8	1.1	6	-1.0	7	-5	/	-2
Continued:
SMILES	Anthrax LF prot	PfHsp40 yeast	BoNT A protease	BoNT F protease	FadD28 binding	Y pestis TopoI	CCHF vOTU inh	TcdB inh	PrPC surface inh
S=C(NCCc1ccccc1)Nc1c(Cl)cccc1Cl	20	12	?	?	0.0	-7	-1	0.5	-5
COc1ccc(C(=O)c2cc([N+](=O)[O-])ccc2N2CCOCC2)cc1	0	-0.4	0.7	-4	-4.4	-6	-5	1.0	-11
COc1ccc(CNC(=O)c2c(C)cc(=O)oc2C)cc1OC	0	-1.7	-0.3	8	0.7	8	3	/	-6
CC(C)(C)c1ccc2c(c1)N(CC(=O)N1CCCC1)C(=O)CO2	-6	-0.9	-0.8	-2	1.0	3	-5	0.3	-7
C[C@H](NC(=O)c1ccc(Br)cc1)C(=O)NCc1ccc(S(N)(=O)=O)cc1	0	-1.4	-0.3	5	-3.6	-10	19	-0.3	4
NS(=O)(=O)c1cccc(NC(=O)c2cc(=O)c3ccccc3o2)c1	5	0.0	1.0	1	-5.4	0	12	-3.8	-26
CCc1ccc(CNC(=O)c2ccc3c(c2)NC(=O)C(N2CCOCC2)S3)cc1 (stereo not given)	-1	0.3	1.6	3	-2.4	20	14	0.0	2
COc1ccc(C(=O)NCCCOC(C)C)cc1OC1CCN(C(C)=O)CC1	/	-0.2	/	/	0.4	6	6	0.7	4
O=C(COC(=O)c1nc(Cl)ccc1Cl)Nc1ccccc1OC(F)F	0	1.1	-0.2	2	-2.4	1	3	0.8	3
CN1CCN(S(=O)(=O)c2cccc(C(=O)N(c3ccccn3)C3CCCCC3)c2)CC1	2	0.5	0.3	-2	-2.1	-3	1	/	-2
Cc1cc(C(=O)CN2C(=O)NC3(CCCc4ccccc43)C2=O)c(C)n1C (stereo not given)	-5	-0.2	0.5	1	-0.2	3	10	/	8
CNC(=O)c1cc(C(=O)c2ccc(Cl)cc2)c(Br)[nH]1	-4	0.1	-1.6	-10	-1.3	2	-10	0.0	2
COc1ccc(C(O)c2ccccc2OP(=O)(N(C)C)N(C)C)cc1 (stereo not given)	1	1.1	-0.4	-6	0.1	3	5	/	1
CCOC(=O)/C(N=Nc1cc(C(=O)O)cc(C(=O)O)c1)=C(\O)CCl	1	-1.5	1.9	21	-1.3	7	1	/	-2
Cc1cc(=O)oc(C)c1C(=O)Nc1ccc(N(C)C)cc1	16	2.3	?	?	-1.4	-9	5	-1.2	5
O=C(NCc1ccc(Cl)cc1)C(=O)c1cn(CC(=O)N2CCOCC2)c2ccccc12	0	-0.9	-1.1	-2	-0.7	8	16	0.8	0
Cc1cc(C)n(CCCNC(=O)c2ccc3c(c2)NC(=O)CS3)n1	-6	1.5	1.0	6	1.2	16	3	/	3
CCCCn1c(N)c(N(CC(C)C)C(=O)c2ccc(C)o2)c(=O)[nH]c1=O	4	-2.2	5.1	1	/	7	19	0.8	-5
CN(C)CC#CCn1c2ccccc2c2ccccc21	15	/	-3.0	?	-5.8	-3	0	1.6	6

Screening data as filed in PubChem BioAssay.
